eLon inh = inhibits E. coli Lon protease. inhibition, % at 7.94 µM. purified E. coli Lon protease, fluorescence polarization. 360,000 compounds, 0.42% hits; in the data active = inhibition above about 13%, passing the limit was not always enough;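 also: 0% = enzyme with probe and DMSO and 100% = no enzyme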
FAS-TE inh = blocks the thioesterase domain of human fatty acid synthase. recombinant FAS-TE, OMFH fluorogenic substrate, fluorescence endpoint. AID 602261. 360,000 compounds, 0.67% hits. P49327. inhibition, % at 15 µM;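 active = compounds whose normalised, plate-corrected inhibition of enzyme fluorescence in the single-dose primary screen is 50% or more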;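 also: 0% = DMSO with enzyme and 100% = substrate without enzyme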
Neddyl block = inhibitors of human cullin neddylation; P61081+Q13564; TR-FRET cullin neddylation, biochemical; calls only at 25 µM; 360,000 compounds, 0.58% hits; in the data active = inhibition above about 36%
Tb MetRS inh = blocks T. brucei methionyl-tRNA synthetase activity; purified T. brucei MetRS, ATP depletion, Kinase-Glo luminescence; inhibition, % at 11.9 µM; AID 624268; 360,000 compounds, 0.4% hits;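 active = inhibition above a per-plate cutoff of the control wells' mean inhibition plus 3 SD, cut at about 5.5% in these data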;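 also: 0% = DMSO wells median and 100% = median of wells with control inhibitor compound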
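System: purified T. brucei MetRS enzyme / Detection: Kinase-Glo luciferase luminescence reporting remaining unconsumed ATP / Medium: HEPES buffer with MgCl2, KCl, DTT, spermine, BSA, pyrophosphatase / Replication: singlicate, one well per compound / Evaluation: percent inhibition relative to median high and low control wells / Schedule: 2 h aminoacylation at 25 °C after 15 min preincubation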
PABP1 MLLE inh = inhibitors of microRNA-mediated deadenylation, human PABP1 MLLE binding; GST-MLLE / FITC-PAM2 fluorescence polarization; P11940; inhibition, % at 20 µM; 360,000 compounds, 0.36% hits; in the data active = inhibition above about 35%, passing the limit was not always enough;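 also: plate controls were DMSO wells with GST-MLLE for no effect and wells lacking GST-MLLE protein for full effect; some results filed as inactive read as strong as hits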
Target sequence (P11940 whole entry, looked up): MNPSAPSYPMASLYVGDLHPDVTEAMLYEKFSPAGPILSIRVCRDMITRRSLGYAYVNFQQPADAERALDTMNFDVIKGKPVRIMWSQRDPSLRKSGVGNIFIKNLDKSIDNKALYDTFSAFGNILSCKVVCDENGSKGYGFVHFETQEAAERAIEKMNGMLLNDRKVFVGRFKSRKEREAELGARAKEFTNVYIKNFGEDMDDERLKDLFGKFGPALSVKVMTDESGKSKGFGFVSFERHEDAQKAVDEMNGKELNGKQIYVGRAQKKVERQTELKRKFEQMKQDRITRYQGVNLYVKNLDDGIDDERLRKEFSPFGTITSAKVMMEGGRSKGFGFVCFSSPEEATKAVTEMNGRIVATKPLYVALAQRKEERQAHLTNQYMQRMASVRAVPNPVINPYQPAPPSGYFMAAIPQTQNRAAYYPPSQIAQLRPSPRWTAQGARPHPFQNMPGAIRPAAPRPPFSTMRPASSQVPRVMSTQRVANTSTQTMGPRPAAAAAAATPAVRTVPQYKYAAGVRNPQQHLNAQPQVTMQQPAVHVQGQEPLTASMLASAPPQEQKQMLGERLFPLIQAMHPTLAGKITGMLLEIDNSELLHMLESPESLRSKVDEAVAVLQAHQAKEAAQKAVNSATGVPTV
bovine MsrA act = activates bovine MsrA enzyme; purified bovine MsrA, absorbance read-out; activation, % at 10.6 µM; 360,000 compounds, 0.3% hits; in the data active = activation above about 7.5%;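 also: 0% = vehicle and 100% = reference activator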
Rin1 Abl inh = inhibitors of human Rin1-Abl protein interaction | AID 588664 | TR-FRET Rin1/Abl binding, biochemical | P00519+Q13671 | 360,000 compounds, 0.4% hits | inhibition, % at 7.35 µM; in the data active = inhibition above about 5%, passing the limit was not always enough
CSN inh = CSN deneddylation inhibition; Q92905; Purified CSN, SCF-Nedd8-OG deneddylation, fluorescence polarization; inhibition, % at 12.5 µM; 360,000 compounds, 0.38% hits;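 active = pattern-corrected inhibition above about 35%, with an unprinted fluorescence ratio check between 0.5 and 1.5, limit read from the data, passing the limit was not always enough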;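 also: 0% = enzyme with substrate and 100% = substrate without enzyme; some results filed as inactive read as strong as hits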
Target sequence (Q92905 whole entry, looked up, one chain of several): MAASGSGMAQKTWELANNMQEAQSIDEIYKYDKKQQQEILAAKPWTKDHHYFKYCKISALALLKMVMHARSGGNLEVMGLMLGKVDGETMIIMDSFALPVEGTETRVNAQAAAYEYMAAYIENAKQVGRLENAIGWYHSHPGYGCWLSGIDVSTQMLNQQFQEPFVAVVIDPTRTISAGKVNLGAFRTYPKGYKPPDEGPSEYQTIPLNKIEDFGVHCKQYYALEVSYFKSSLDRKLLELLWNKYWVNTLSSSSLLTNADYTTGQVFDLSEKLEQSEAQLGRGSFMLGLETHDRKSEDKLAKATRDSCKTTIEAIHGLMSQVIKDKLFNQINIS
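Test system: Human Csn5 produced in HEK293T cells | Compound: 12.5 µM single point | Times: 90 min, room temperature | Signal: Fluorescence polarization readout | Read-out basis: % inhibition of substrate cleavage by Csn5 | Controls: no-enzyme wells high, enzyme-with-substrate wells low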
MsrA inhibitor = inhibitors of bovine MsrA | AID 651718 | 360,000 compounds, 0.75% hits | purified bovine MsrA, absorbance read-out | inhibition, % at 15.5 µM; in the data active = inhibition above about 4.5%;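 also: 0% = vehicle wells with enzyme and 100% = reference inhibitor wells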
Active calls of the source: *; i = inactive; . = not tested or not shown; + = active, no number.

Molecule	eLon inh	FAS-TE inh	Neddyl block	Tb MetRS inh	PABP1 MLLE inh	bovine MsrA act	Rin1 Abl inh	CSN inh	MsrA inhibitor
CCC(C(=O)Nc1ccc(S(=O)(=O)N(C)C2CCN(C)CC2)cc1)c1ccccc1 (configuration not stated)	1	-7	i	-0.1	-61	0	5	-3	-0.5
COC(=O)CC1(C(=O)OC)Oc2ccccc2C(=O)N1c1ccc(F)cc1F (configuration not stated)	-1	-1	i	-0.4	0	-3	-2	-2	-0.5
COC(=O)c1sc(NC(=O)COc2ccc(C)cc2)nc1C	-1	9	i	-0.6	-6	-2	-1	3	-0.8
NC(=O)c1oc2ccccc2c1NC(=O)c1ccc([N+](=O)[O-])o1	3	-1	i	-0.4	-7	0	-2	-3	1.4
Cc1sc2ncnc(SCC(=O)N(C(C)C)C(C)C)c2c1C	-3	-2	i	0.8	0	-2	5	0	1.8
O=C(Nc1ccc(F)cc1)c1ccc(CN2CCc3ccccc3C2)cc1	9	1	i	0.8	-14	-2	3	2	0.5
CCCC(C)C(=O)Nc1ccncc1 (configuration not stated)	-1	-5	i	-0.5	-1	-7	6	3	-0.1
CCCCN(C(=O)c1cc(S(=O)(=O)N2CCCCCC2)ccc1OC)c1ccccc1	-5	23	i	0.3	7	-2	2	-4	0.6
O=C(Nc1ccncc1)c1c(Cl)cccc1Cl	-13	-4	i	0.7	0	0	0	-2	0.8
COC(=O)CNC(=O)CSc1nc(N)cc(=O)[nH]1	-8	-9	i	0.0	4	-1	2	2	1.1
COCCNC(=O)c1c[nH]c2ccc(S(=O)(=O)Nc3ccccc3F)cc2c1=O	18*	-6	i	-0.8	3	-8	1	1	0.4
C=C(C)C(=O)Nc1cccc(C2=NOC3(C2)C[C@H](C(N)=O)N(C(=O)c2ccccc2C(=O)c2ccccc2)C3)c1 (some centres not stated)	1	-6	i	-0.5	1	-3	-2	17	0.1
Cc1cc(S(=O)(=O)Nc2cccc(O)c2)c(C)s1	4	-8	i	-0.1	7	-3	0	1	-1.4
CCN(CC)C(=O)CSc1ncnc2c1cnn2-c1ccccc1	8	5	i	-1.3	7	-8	-7	2	0.8
CCN(CC)c1ccc2oc(=O)c(C)nc2c1	-68	-57	i	-0.2	2	1	-10	62	0.0
CCCCc1c(O)nc2n(c1=O)CCS2	1	-5	i	-0.4	15	-2	0	0	-1.1
O=C(O)CCCC(=O)N1N=C(c2ccccc2)CC1c1cccs1 (configuration not stated)	-3	-4	i	-0.2	7	-1	-2	-2	-0.5
CCOC(=O)C1=C(C)OC(=Cc2ccccc2)C1=O	-52	-9	i	-0.1	-52	1	2	8	1.2
CCOC(=O)CSc1cc(C)nc(N)n1	-8	-6	i	-0.9	8	-6	1	0	0.1
Cc1c(C(=O)O)cc(C(C)(C)C)n1CCSCCO	3	-4	i	-0.2	-4	-1	-2	-1	0.8
C=CCn1c(-c2ccoc2C)n[nH]c1=S	-3	-11	i	-1.2	1	-4	-1	-7	0.5
COCCNC(=S)N/N=C(\C)CCc1ccc2c(c1)OCO2	3	0	i	-0.2	7	-3	4	1	2.4
C=CCN1C(=O)/C(=C\c2ccc(OC(=O)c3ccco3)c(OC)c2)SC1=S	-11	31	i	-0.4	-1	-1	0	5	-0.2
CCOC(=O)c1cnc2ccc(Cl)cc2c1Nc1ccc(S(=O)(=O)Nc2ncccn2)cc1	1	-6	i	1.3	3	-4	-4	-10	-0.2
COC(=O)c1ccc(NC(=O)c2cccc(Cl)c2)o1	-11	-5	i	-0.8	-1	-3	-2	-4	0.3
Cc1cc(C)c(-c2cc(C)nc3ncnn23)c(C)c1	5	-4	i	0.5	9	-3	-1	-3	0.0
COc1ccc(NC2=C(NCCO)C(=O)c3ccccc3C2=O)cc1	5	-6	i	0.9	9	-2	-6	-5	0.7
Cc1c(C(=O)NCCN2CCOCC2)oc2ccc(S(=O)(=O)N3CCCCCC3)cc12	-4	-4	i	-1.1	-5	2	5	2	1.4
CN(Cc1ccccc1)C(=O)CN1C(=O)C2C3C=CC(C3)C2C1=O (configuration not stated)	-1	-7	i	-1.0	3	0	0	-7	-1.5
CCOC(=O)CN1C(=O)S/C(=C/c2cc(C)n(C)c2C)C1=O	-3	3	i	-0.4	10	-3	-3	1	3.4
Cc1ccc(-n2c(SCC(=O)Nc3cc(C)on3)nc3c(c2=O)SC(C)C3)cc1 (configuration not stated)	-2	-1	i	-0.4	5	-1	-2	3	0.2
Cc1ccc2nc(-c3ccncc3)c(NC3CCCC3)n2c1	2	-3	.	-0.9	22	-13	-1	4	0.7
CCC/C(C)=N/NC(=O)c1ccccc1O	6	-8	i	0.2	-15	-3	0	-1	0.5
O=c1c(Cl)c(N2CCC3(CC2)OCCO3)cnn1C12CC3CC(CC(C3)C1)C2	5	-3	i	-0.8	1	-11	-1	-6	0.5
CCOC(=O)/C(C#N)=C/c1c(N2CCN(c3ccc(OC)cc3)CC2)nc2c(C)cccn2c1=O	-23	22	i	-0.3	-28	1	-2	14	0.2
COCCCNc1nc2ccccc2nc1NS(=O)(=O)c1ccc(F)cc1	0	-3	+	-0.9	-40	4	-1	1	3.1
CCOC(=O)c1cc2c(N)c(C(=O)c3ccc(Br)cc3)sc2[nH]c1=O	2	3	i	-0.9	-10	-3	-5	3	-0.7
CN(C)CCCNC(=O)C[C@H]1C[C@H](C(=O)N2CCOCC2)[C@@]2(C)c3[nH]c4cc(CCC(=O)N(C)C)ccc4c3CCN2C1=O	-2	-6	i	-1.5	-11	-5	-1	-2	-0.4
CC(NC(=O)C12CC3CC(CC(C3)C1)C2)C(=O)NN=Cc1ccc([N+](=O)[O-])o1 (configuration not stated)	1	20	i	0.3	5	-1	2	0	2.8
O=C(N1CCOCC1)C12CCC3CC(CC(C3)C1)C2	0	-3	i	-1.0	-7	-3	2	2	-0.6
Cc1csc(-c2nc3ccccc3n2C(C(=O)NC(C)(C)C)c2cc3ccccc3o2)c1 (configuration not stated)	.	.	i	-0.2	.	.	.	7	0.1
COc1ccc(Cl)cc1CNC[C@H]1O[C@@H](n2cnc3c(=O)[nH]c(N)nc32)[C@H](O)[C@@H]1O	-6	-3	i	-0.4	1	-4	5	-2	0.7
Cc1ccc(N=Nc2c(O)ccc3n[nH]nc23)cc1	-40	-2	i	-0.8	-30	-4	-13	1	2.1
C=CCNC(=O)/C(=C\c1ccc2c(c1)OCO2)NC(=O)c1ccc(Br)cc1	9	4	i	-0.7	1	-11	1	7	0.8
O=Cc1cccn1Cc1ccccc1[N+](=O)[O-]	-5	-10	i	-0.6	9	-9	2	-1	2.6
COCCNC(=O)CSc1nc2cc3c(cc2c(=O)n1Cc1ccco1)OCO3	-4	-5	i	0.1	1	1	-4	1	1.1
COC(=O)c1sc(NC(=O)CSc2n[nH]c(N)n2)c(C(=O)OC)c1C	-8	-21	i	-1.2	1	-9	-1	1	0.2
Cc1cc(NC(=O)CCSc2nc(-c3ccco3)cc(C(F)(F)F)n2)no1	-7	-7	i	-0.6	-3	-3	2	-2	-0.2
N#Cc1nc(-c2cccs2)oc1NCC1CCCO1 (configuration not stated)	-11	-2	.	-0.8	-4	-7	-4	-4	3.8
CCOc1ccc(Oc2nc(Nc3ccc(C)cc3)nc(N(C)C)n2)nn1	-8	-6	i	-0.7	-4	-4	0	-3	0.8
COc1ccc(C)cc1N(CC(=O)N/N=C/c1ccccc1C(=O)O)S(=O)(=O)c1ccccc1	2	-7	i	-0.8	0	-7	3	-3	0.9
COc1ccc2nc(C)c3c(c2c1)OC(C)C3 (configuration not stated)	6	-4	i	-0.1	5	1	-3	-2	0.5
COc1ccc(CNc2n[nH]c(NCc3ccc(OC)c(OC)c3)n2)cc1OC	0	-2	i	-0.8	-1	3	1	0	-0.2
CCn1c(SCC(=O)N2CCCC(C)C2)nnc1-c1ccco1 (configuration not stated)	9	-1	i	-0.3	12	-4	5	-2	1.1
O=C(CCc1nc2ccccc2s1)OCC(=O)N1CCN(C(=O)c2ccco2)CC1	0	-12	i	-1.3	1	-9	-1	2	2.1
Cc1cccc(-n2c(SCC(=O)O)nc3sc4c(c3c2=O)CCC4)c1	5	-2	i	-0.7	3	-7	-1	4	2.1
CCCCC1=CC2=CC(=O)C(C)(OC(=O)CC)C(=O)C2=CN1C1CCCC1 (configuration not stated)	9	-6	i	-0.3	19	-1	4	-4	-0.1
COc1ccc2nc(NC(=O)c3cnccn3)sc2c1	6	-5	i	-0.5	8	-1	-1	4	3.1
O=C(Nc1cccc(O)c1)c1cc(-c2ccc3c(c2)OCO3)on1	3	1	i	-1.0	-3	-2	-1	-1	-0.5
c1ccc(-n2ncc3c(NCCCN4CCOCC4)ncnc32)cc1	0	-8	i	-1.4	8	-14	-1	-4	0.9

More results:
Molecule	eLon inh	FAS-TE inh	Neddyl block	Tb MetRS inh	PABP1 MLLE inh	bovine MsrA act	Rin1 Abl inh	CSN inh	MsrA inhibitor
C=CCn1c(=O)n(CCC#N)c(=O)n(CCC#N)c1=O	-4	-9	i	-0.2	19	-3	0	4	-1.4
CC(COc1ccc(/C=C/c2ccccc2)cc1)[N+](C)(C)C (configuration not stated)	1	-7	i	-1.2	-116	-7	-4	-1	0.3
COc1ccc(CN2C[C@@H](CO)O[C@@H](n3cnc4c(N5CCCC5)ncnc43)C2)cc1	-13	-4	i	-0.4	0	1	3	0	-0.8
Cc1[nH]c(=O)[nH]c(=O)c1S(=O)(=O)N1CCCC(C(=O)NCc2ccc3c(c2)OCO3)C1 (configuration not stated)	4	-3	i	-0.1	-6	-3	0	-14	-1.1
CC[C@@H](C)[C@H](NC(=O)CCc1c(C)c2cc3c4c(oc3c(C)c2oc1=O)CCCC4)C(=O)O	0	-8	.	-0.2	5	-1	-1	3	2.8
COc1ccc(OCC(=O)NC(CC(=O)O)c2ccc(OC)c(OC)c2)cc1 (configuration not stated)	-7	-9	i	-0.2	-8	-6	9	0	0.4
O=S(=O)(Nc1ccc2nc(C(F)(F)F)[nH]c2c1)c1ccccc1	-5	-10	i	-0.7	15	0	0	2	0.6
COc1ccccc1C(CNC(=O)CSc1ccc2ccccc2c1)N(C)C (configuration not stated)	-3	-4	i	-0.2	-2	-3	-2	3	-1.3
NC(=O)CC(NC(=O)Cc1ccc(Cl)cc1)c1ccc(NC2CCCCCCC2)c([N+](=O)[O-])c1 (configuration not stated)	1	-2	i	-0.1	-6	-2	1	-1	-0.3
COc1ccc(C=C(C(=O)O)c2ccc(OC)cc2)cc1	-17	-10	i	-0.1	4	3	1	-3	-0.7
Cc1ccc(OCc2cc(C(=O)NC3CCc4ccccc43)no2)cn1 (configuration not stated)	1	3	i	-0.3	8	-2	2	1	0.2

Record cards, from the list above.
`COc1ccc(CN2C[C@@H](CO)O[C@@H](n3cnc4c(N5CCCC5)ncnc43)C2)cc1` is listed with eLon inh: -13; FAS-TE inh: -4; Neddyl block: i; Tb MetRS inh: -0.4; PABP1 MLLE inh: 0; bovine MsrA act: 1; Rin1 Abl inh: 3; CSN inh: 0; MsrA inhibitor: -0.8
`CC(COc1ccc(/C=C/c2ccccc2)cc1)[N+](C)(C)C` (configuration not stated) is listed with eLon inh: 1; FAS-TE inh: -7; Neddyl block: i; Tb MetRS inh: -1.2; PABP1 MLLE inh: -116; bovine MsrA act: -7; Rin1 Abl inh: -4; CSN inh: -1; MsrA inhibitor: 0.3
